# Bioassay records: PubChem, Sanford-Burnham Center for Chemical Genomics
# SENP7 inh: SENP7 protease inhibitors, primary screen, biochemical, luminescence, uHTS. Sentrin-specific protease 7 (Homo sapiens), Q9BQF6. recombinant SENP7, Z-RLRGG-aminoluciferin luminescence, 40 min. inhibition, % at 5 µM. actives 1.5% (n = 330,000);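 active = inhibition above about 50% at the single test dose, limit read from the data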;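 note: plate controls were DMSO with enzyme for no effect and no enzyme buffer wells for full effect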
# Target sequence (Q9BQF6 706-1050 limits assumed): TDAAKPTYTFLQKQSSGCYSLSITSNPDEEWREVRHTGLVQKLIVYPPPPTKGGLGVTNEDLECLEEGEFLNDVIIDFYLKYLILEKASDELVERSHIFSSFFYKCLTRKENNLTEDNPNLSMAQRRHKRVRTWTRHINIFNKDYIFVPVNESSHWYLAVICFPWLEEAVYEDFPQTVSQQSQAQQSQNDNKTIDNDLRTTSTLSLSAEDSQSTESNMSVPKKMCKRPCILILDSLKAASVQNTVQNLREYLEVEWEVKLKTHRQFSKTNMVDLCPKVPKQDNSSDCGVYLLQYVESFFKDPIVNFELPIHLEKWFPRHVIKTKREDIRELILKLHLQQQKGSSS
# UBC13 inh: UBC13 polyubiquitin chain formation inhibitors, primary screen, biochemical, TR-FRET, uHTS; Ubiquitin-conjugating enzyme E2 N (Homo sapiens), P61088; inhibition, % at 20 µM; actives 0.47% (n = 330,000); in the data active = inhibition above about 45%, passing the limit was not always enough
# SENP8 block-1: SENP8 protease inhibitors, primary screen, biochemical, luminescence | Sentrin-specific protease 8 (Homo sapiens), Q96LD8 | purified SENP8, Z-RLRGG-aminoluciferin cleavage | inhibition, % at 10 µM | actives 1.2% (n = 330,000) | AID 2540, 2010; in the data active = inhibition above about 50%
# SENP1 inh: human SENP1 catalytic domain inhibitors, primary screen, biochemical, FRET, uHTS. Sentrin-specific protease 1 (Homo sapiens), Q9P0U3. recombinant SENP1 catalytic domain, CyPet-SUMO1-YPet FRET cleavage. inhibition, % at 10 µM. actives 0.21% (n = 360,000). AID 624204, 2012;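 active = inhibition at least 30% at 10 µM, raw YFP signal under a set limit, fluorescence ratio 0.5 to 1.5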;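 note: 0% = enzyme with DMSO and 100% = no enzyme wells; some results filed as inactive read as strong as hits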
#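 system = hSENP1 catalytic domain, recombinant | reagent = SFCypet-SUMO1-SFYpet substrate at 25 nM | doses = one dose per compound, 10 µM, 0.5% DMSO | incubation = enzyme reaction for 50 min at room temperature, dark | measured by = FRET, CFP and YFP emission | controls = no-enzyme low, enzyme-DMSO high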
# SENP6 inh: SENP6 protease inhibitors, primary screen, biochemical, luminescence, uHTS; Sentrin-specific protease 6 (Homo sapiens), Q9GZR1; Recombinant SENP6 catalytic domain, aminoluciferin luminescence; inhibition, % at 10 µM; actives 1.8% (n = 330,000);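 active = inhibition above about 50% at the single tested dose, limit read from the data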;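 note: plate controls were DMSO wells with enzyme for no effect and DMSO wells lacking enzyme for full effect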
# Target sequence (Q9GZR1 628-1112 limits assumed): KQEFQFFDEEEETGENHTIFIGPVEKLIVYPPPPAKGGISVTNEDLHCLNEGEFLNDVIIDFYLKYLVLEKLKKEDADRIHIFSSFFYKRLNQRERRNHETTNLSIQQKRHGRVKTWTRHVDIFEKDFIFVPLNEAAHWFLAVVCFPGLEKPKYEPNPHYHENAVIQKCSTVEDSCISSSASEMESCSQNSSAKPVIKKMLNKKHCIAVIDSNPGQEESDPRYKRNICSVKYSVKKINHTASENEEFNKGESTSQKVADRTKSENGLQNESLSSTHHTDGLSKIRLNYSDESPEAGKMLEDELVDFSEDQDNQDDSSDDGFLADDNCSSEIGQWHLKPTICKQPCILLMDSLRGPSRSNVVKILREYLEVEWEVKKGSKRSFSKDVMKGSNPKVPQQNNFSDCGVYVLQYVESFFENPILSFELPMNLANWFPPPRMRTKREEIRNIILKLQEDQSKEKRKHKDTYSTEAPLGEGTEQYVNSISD
# PfGluPho inh: PfG6PD enzyme inhibitors, primary screen, biochemical, fluorescence intensity, uHTS; glucose-6-phosphate dehydrogenase-6-phosphogluconolactonase (Plasmodium falciparum 3D7); PfGluPho enzyme, NADPH resazurin-diaphorase fluorescence; inhibition, % at 20 µM; actives 0.78% (n = 350,000); AID 504690, 2011;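 active = inhibition reaching at least a set limit at 20 µM in the primary screen, cut at about 59% in these data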;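 note: 0% = DMSO wells with substrate and 100% = DMSO wells lacking glucose-6-phosphate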
# SENP8 block-2: human SENP8 protease inhibitors, primary screen, biochemical, fluorescence, Nedd8 protein substrate, uHTS | Sentrin-specific protease 8 (Homo sapiens), Q96LD8 | recombinant SENP8 | inhibition, % at 20 µM | actives 0.64% (n = 360,000) | AID 602440, 2012; in the data active = inhibition mostly above about 40%, no sharp cut-off; inactive = mostly below about 27%
# MIN6 prolif: inducers of MIN6 beta-cell proliferation, primary screen, ATP luminescence, uHTS. actives 0.29% (n = 330,000). proliferation, % at 10 µM. MIN6 cells proliferation, ATPlite luminescence, 48 h; cells starved in 0.2% serum; 100% = growth in 10% serum. AID 2380, 2010;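 active = compounds whose signal lies at least 3.5 SD above the mean of all wells on their plate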;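 note: 0% = DMSO-treated cells in low-serum medium and 100% = 10% serum control; some compounds called inactive have numbers as strong as hits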
# HKDC1 inh: HKDC1 hexokinase inhibitors, primary screen, biochemical, fluorescence, uHTS. Q2TB90. actives 0.16% (n = 340,000). recombinant HKDC1, G6PDH/diaphorase resazurin coupled fluorescence. inhibition, % at 20 µM;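 active = inhibition above about 35% when tested at 20 µM, limit read from the data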;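 note: plate controls were DMSO wells with enzyme for no effect and DMSO wells lacking enzyme for full effect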
#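 test system = in-house recombinant HK5 (HKDC1) enzyme | amount = HKDC1 at 5 µg/mL | control set = DMSO-enzyme wells negative, buffer-substituted wells positive | compound = one dose of 20 µM, 1% DMSO | schedule = reaction time 90 min, room temperature, protected from light | technique = resorufin fluorescence at 613 nm | reagent = glucose with 1 mM ATP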
# An asterisk follows results filed as active; · = not tested or not shown. This is a random part of the collection; 4% or so of the library scored in one or more.
SMILES,SENP7 inh,UBC13 inh,SENP8 block-1,SENP1 inh,SENP6 inh,PfGluPho inh,SENP8 block-2,MIN6 prolif,HKDC1 inh
CCN1C(=O)/C(=C/c2c(C)nn(C)c2C)SC1=S,-11,-5,-7,-22,-6,-12,27,1,7
CCn1c(CCC(=O)O)nc2cc(S(=O)(=O)N3CCOCC3)ccc21,1,3,-6,-1,-11,7,4,-1,-7
COc1cc(/C=N/n2c(-c3cc(C)[nH]n3)n[nH]c2=S)ccc1O,8,-3,7,0,27,21,-3,-4,-3
CN(CC(=O)Nc1cc(S(=O)(=O)N2CCCC2)ccc1Cl)Cc1nc2ccccc2c(=O)[nH]1,·,·,·,-1,·,3,-5,·,-3
COc1ccccc1CNc1ncnc2sccc12,-11,6,-11,-3,-26,11,0,-4,-3
c1ccc(CCNc2ccccn2)nc1,·,·,·,0,·,-2,-9,·,0
Cc1cc(C)c(S(=O)(=O)NCc2cn3c(C)csc3n2)c(C)c1,-6,10,-4,2,-5,-15,8,-4,-13
CCOC(=O)c1cc(-c2ccccc2)sc1NC(=O)C(C)N1C(=O)c2ccccc2C1=O (stereo not drawn),9,-2,1,0,5,21,20,-3,-10
CC(C)Oc1cccc(C(=O)C2CCCN(C(=O)c3ccc4c(c3)OCO4)C2)c1 (stereo not drawn),-4,6,6,2,-7,-3,2,1,-1
COC(=O)C(NC(=O)c1ccco1)(Nc1cc(C)ccn1)C(F)(F)F (stereo not drawn),0,4,8,2,-6,-6,4,3,1
Clc1cccc(CN2CCN(c3nc4nonc4nc3NC3CC3)CC2)c1,3,3,6,1,3,-1,13,1,11
C=CCOc1ccc(C(=O)N(Cc2ccc(N(C)C)cc2)C2CCS(=O)(=O)C2)cc1 (stereo not drawn),5,7,0,-2,-3,-1,23,0,-2
Cc1cccc(C(=O)NCC(=O)N2CCCCCCC2)c1,-3,12,1,0,-15,-9,11,3,-6
CCN(CC)S(=O)(=O)c1ccc(C(=O)Nc2nnc(NC(=S)Nc3ccccc3)s2)cc1,-2,-2,-3,4,4,-33,-20,-5,-9
c1ccc(-c2cc3ccccc3cn2)cc1,91*,12,82*,-3,84*,28,-29,-2,2

# A different layout for part of the listing above:
structure: CCN1C(=O)/C(=C/c2c(C)nn(C)c2C)SC1=S
  SENP7 inh: -11 | UBC13 inh: -5 | SENP8 block-1: -7 | SENP1 inh: -22 | SENP6 inh: -6 | PfGluPho inh: -12 | SENP8 block-2: 27 | MIN6 prolif: 1 | HKDC1 inh: 7
structure: CCn1c(CCC(=O)O)nc2cc(S(=O)(=O)N3CCOCC3)ccc21
  SENP7 inh: 1 | UBC13 inh: 3 | SENP8 block-1: -6 | SENP1 inh: -1 | SENP6 inh: -11 | PfGluPho inh: 7 | SENP8 block-2: 4 | MIN6 prolif: -1 | HKDC1 inh: -7
structure: COc1cc(/C=N/n2c(-c3cc(C)[nH]n3)n[nH]c2=S)ccc1O
  SENP7 inh: 8 | UBC13 inh: -3 | SENP8 block-1: 7 | SENP1 inh: 0 | SENP6 inh: 27 | PfGluPho inh: 21 | SENP8 block-2: -3 | MIN6 prolif: -4 | HKDC1 inh: -3
structure: CN(CC(=O)Nc1cc(S(=O)(=O)N2CCCC2)ccc1Cl)Cc1nc2ccccc2c(=O)[nH]1
  SENP7 inh: · | UBC13 inh: · | SENP8 block-1: · | SENP1 inh: -1 | SENP6 inh: · | PfGluPho inh: 3 | SENP8 block-2: -5 | MIN6 prolif: · | HKDC1 inh: -3

# The list continues.
SMILES,SENP7 inh,UBC13 inh,SENP8 block-1,SENP1 inh,SENP6 inh,PfGluPho inh,SENP8 block-2,MIN6 prolif,HKDC1 inh
CC(C)(C)c1cc[n+](-c2[nH]c(=O)sc2/C=N/NC(=O)c2ccccc2[O-])cc1,-7,-30,-4,10,-18,-5,1,-1,2
O=c1[nH]cncc1OCc1ccccc1,·,·,·,2,·,0,3,·,-5
CCOc1ccc2nc(NS(=O)(=O)c3cccs3)sc2c1,-4,-10,8,2,11,-2,7,0,-3
CCc1nnc(NC(=O)CSc2nc3cc(OC)ccc3cc2C)s1,-1,-2,2,2,10,-8,-1,-2,0
O=C1OCCN1C(=O)[C@H]1[C@H](c2ccccc2)C(c2ccccc2)=NN1c1ccc(Br)cc1,-1,·,·,-115,·,23,-380,·,0
CC(=O)c1cn(C)c(=O)[nH]c1=O,0,7,-1,-2,10,-7,4,-2,-7
CC(C)CCN1CCN(Cc2cnc(N3CCCC3)s2)CC1CCO (stereo not drawn),10,-11,-3,1,-14,-8,7,-2,-3
O=C(N/N=C/c1ccccn1)c1ccc2nc[nH]c2c1,-10,-21,-2,1,-26,10,15,7.8*,-2
CCOC(=O)CNC(=O)CSc1nnc(NC(=O)c2ccc(C)cc2)s1,30,7,-6,2,-14,40,-11,-6,-6
Cc1ccc(NC(=O)COC(=O)CCC2CCCC2)cc1S(=O)(=O)N1CCOCC1,5,6,0,7,7,15,10,1,2
COc1cccc(NC(=O)CN(C)C(=O)c2cc(-c3ccccc3)nc3ccccc23)c1,13,-6,4,2,-6,0,2,-1,1
COc1ccc(C(=O)CN2CCN(S(=O)(=O)c3cccc([N+](=O)[O-])c3)CC2)cc1OC,-1,-10,5,-1,-2,33,-3,-3,-11
O=S(=O)(O)c1cc(O)ccc1O,-9,-11,-10,2,-5,16,-3,-6,2
COC(=O)C1(C(=O)OC)C(C(=O)c2ccccc2)C1c1ccccc1 (stereo not drawn),·,·,·,5,·,1,15,·,-6
COC(=O)COc1ccc(C2NC(=O)NC(c3ccccc3)=C2C(C)=O)cc1Br (stereo not drawn),4,-12,4,-1,2,2,5,-3,-2
CCOc1ccccc1C(=O)NC1CC2CCCC(C1)N2C1CC1 (stereo not drawn),1,5,-2,1,-16,6,26,2,-3
COc1ccc(NC(=O)c2cccc(Cl)c2)c[n+]1[O-],·,·,·,4,·,7,12,·,-4
Cc1c(S(=O)(=O)N2CCCC(C(=O)O)C2)cnn1C (stereo not drawn),0,1,1,1,2,-12,9,3,-12
C(=NN1CCCCCC1)c1ccccc1,·,·,·,1,·,11,11,·,-6
CC1CCCCC1NC(=O)CCNS(=O)(=O)c1ccc2c(c1)CCC(=O)N2 (stereo not drawn),-11,-4,-11,1,-8,-4,5,9,1
O=C(C1=C(O)C(=O)N(CCN2CCOCC2)C1c1ccc(F)cc1)c1cccs1 (stereo not drawn),0,-3,-9,-1,3,-2,8,-2,-4
CCNc1nc(NC(C)C)nc(Oc2ccc(OCCOc3ccccc3)nn2)n1,6,2,-3,1,-10,-1,9,0,6
C=CCc1c(C)nc2ccc(C(=O)OCC)cc2c1Cl,-4,1,-5,-6,-3,14,-2,4,0
CCCN(CC1CC1)C(=O)COC(=O)c1ccc(CNS(=O)(=O)c2ccc(F)c(Cl)c2)cc1,-2,-3,3,1,-7,17,12,-2,-11
CCC1(C)Cc2nc3[nH]c(=S)n(-c4ccccc4)c(=O)c3cc2CO1 (stereo not drawn),5,-8,3,1,-9,-3,6,-3,-7
COc1ccc(NC(=S)NCCNC(C)=O)cc1,3,2,-6,2,8,-9,7,0,-7
COC(=O)c1cc(Sc2cccc(Cl)c2Cl)ccn1,-5,-18,-3,2,-5,1,10,-2,-5
COc1ccccc1NCc1nnc(-c2ccccc2)o1,5,5,-14,0,-8,-3,3,-2,-5
Cc1sc2nc3ccc(NCc4ccco4)nn3c(=O)c2c1C,-9,2,-4,-20,-2,24,-437,-3,1
O=[N+]([O-])c1cccc(-c2nnc(-c3ccccc3)o2)c1,31,6,22,1,49,-7,8,-1,0
O=C(Nc1ccc(S(=O)(=O)Nc2nccs2)cc1)c1cc(-c2ccccc2)nc2ccccc12,6,-14,1,3,19,-20,9,0,-8
C/C(=N\NC(=O)c1cc(-c2ccc(C)s2)nc2ccccc12)c1cccnc1,-9,13,-4,-34,2,4,-442,-1,0
CC(=O)c1cccc(N(C(=O)c2ccco2)C(C(=O)NC2CCCC2)c2ccncc2)c1 (stereo not drawn),-7,-9,-10,2,-4,-12,25,-3,-8
Cc1nn(C2CCS(=O)(=O)C2)c(Cl)c1/C=C/C(=O)OCC(N)=O (stereo not drawn),-2,2,1,1,-10,-4,27,2,-5
CS(=O)(=O)N1c2cccc3cccc(c23)S1(=O)=O,-5,2,5,2,-28,16,6,0,0
COc1ccc(C(=O)CCC(=O)Nc2cccnc2)cc1OC,3,-2,-2,2,-9,-4,-1,0,-6
COc1cc([N+](=O)[O-])ccc1NC(=O)CN1CCCC1,5,-12,6,1,15,-5,14,0,-2

# Entries of single compounds as entered above. Order of screens: SENP7 inh | UBC13 inh | SENP8 block-1 | SENP1 inh | SENP6 inh | PfGluPho inh | SENP8 block-2 | MIN6 prolif | HKDC1 inh
# `CCN(CC)S(=O)(=O)c1ccc(C(=O)Nc2nnc(NC(=S)Nc3ccccc3)s2)cc1` across the screens: -2 | -2 | -3 | 4 | 4 | -33 | -20 | -5 | -9
# `COc1cc(/C=N/n2c(-c3cc(C)[nH]n3)n[nH]c2=S)ccc1O` across the screens: 8 | -3 | 7 | 0 | 27 | 21 | -3 | -4 | -3
